Source: PubChem BioAssay
PAFAH2 inh: PAFAH2 enzyme inhibitors, primary screen, biochemical, fluorescence polarization, human | 340,000 tested, 0.99% active | Platelet-activating factor acetylhydrolase 2, cytoplasmic (Homo sapiens), Q99487 | recombinant PAFAH2, FP-rhodamine activity probe | inhibition, % at 3.39 µM;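 active = inhibition above the mean over all tested compounds plus 3 SD, cut at about 30% in these data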;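 note: inhibitors block probe labeling of enzyme so polarization drops; 0% = enzyme with DMSO and 100% = wells lacking PAFAH2 protein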
PAFAH1B3 FP inh: PAFAH1B3 enzyme inhibitors, primary screen, biochemical, fluorescence polarization, human. 340,000 tested, 0.28% active. inhibition, % at 3.39 µM. Platelet-activating factor acetylhydrolase IB subunit alpha1 (Homo sapiens), Q15102. recombinant PAFAH1B3, FP-rhodamine probe;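 active = inhibition above the screen-wide average of all tested compounds plus 3 SD, cut at about 25% in these data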;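 note: 0% = enzyme with DMSO only and 100% = wells lacking PAFAH1B3 protein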
LYPLA2 counter: LYPLA2 inhibitors, primary screen, counter-screen for PME1 inhibitor project, biochemical, fluorescence polarization, FP-Rh probe ABPP; Acyl-protein thioesterase 2 (Homo sapiens), O95372; recombinant LYPLA2; inhibition, % at 5.9 µM; 320,000 tested, 0.38% active; AID 2177, 2009;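 active = inhibition above the screen-wide mean plus 3 SD, limit set per campaign, cut at about 26% in these data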;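 note: 0% = LYPLA2 with DMSO and 100% = wells lacking LYPLA2 enzyme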
EBNA-1 inh: EBNA-1 DNA-binding inhibitors, primary screen, biochemical, fluorescence polarization; inhibition, % at 14.8 µM; 300,000 tested, 0.34% active; AID 1950, 2009; in the data active = inhibition above about 28%
LYPLA1 counter: LYPLA1 inhibitors, primary screen, counter-screen for PME1 inhibitor project, biochemical, fluorescence polarization, FP-Rh probe ABPP. Acyl-protein thioesterase 1 (Homo sapiens), O75608. recombinant LYPLA1. inhibition, % at 5.9 µM. 320,000 tested, 0.16% active;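 active = inhibition above the mean of all tested compounds plus 3 SD, set per campaign, cut at about 14% in these data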;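 note: inhibitors block serine hydrolase probe labeling of LYPLA1 so polarization falls; 0% = enzyme with DMSO and 100% = wells lacking LYPLA1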
PREPL inhibitor: PREPL enzyme inhibitors, primary screen, biochemical, fluorescence polarization | Prolyl endopeptidase-like (Homo sapiens), Q4J6C6 | recombinant PREPL, fluorescence polarization activity-based probe | inhibition, % at 5.96 µM | 320,000 tested, 0.68% active; in the data active = inhibition above about 43%;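 note: 0% = enzyme with DMSO and 100% = wells lacking enzyme; many of its hits are not listed in these tables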
PAD4 inh: human PAD4 inhibitors, primary screen, biochemical, fluorescence polarization, 1536-well format | recombinant PAD4, RCA probe fluorescence polarization | 330,000 tested, 0.41% active | inhibition, % at 6.36 µM | Protein-arginine deiminase type-4 (Homo sapiens), Q9UM07;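 active = percent inhibition above a cutoff equal to the mean of all tested compounds plus 3 SD, cut at about 15% in these data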;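 note: 0% = PAD4 with RCA probe and DMSO and 100% = probe without PAD4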
Target sequence (Q9UM07 whole entry, looked up): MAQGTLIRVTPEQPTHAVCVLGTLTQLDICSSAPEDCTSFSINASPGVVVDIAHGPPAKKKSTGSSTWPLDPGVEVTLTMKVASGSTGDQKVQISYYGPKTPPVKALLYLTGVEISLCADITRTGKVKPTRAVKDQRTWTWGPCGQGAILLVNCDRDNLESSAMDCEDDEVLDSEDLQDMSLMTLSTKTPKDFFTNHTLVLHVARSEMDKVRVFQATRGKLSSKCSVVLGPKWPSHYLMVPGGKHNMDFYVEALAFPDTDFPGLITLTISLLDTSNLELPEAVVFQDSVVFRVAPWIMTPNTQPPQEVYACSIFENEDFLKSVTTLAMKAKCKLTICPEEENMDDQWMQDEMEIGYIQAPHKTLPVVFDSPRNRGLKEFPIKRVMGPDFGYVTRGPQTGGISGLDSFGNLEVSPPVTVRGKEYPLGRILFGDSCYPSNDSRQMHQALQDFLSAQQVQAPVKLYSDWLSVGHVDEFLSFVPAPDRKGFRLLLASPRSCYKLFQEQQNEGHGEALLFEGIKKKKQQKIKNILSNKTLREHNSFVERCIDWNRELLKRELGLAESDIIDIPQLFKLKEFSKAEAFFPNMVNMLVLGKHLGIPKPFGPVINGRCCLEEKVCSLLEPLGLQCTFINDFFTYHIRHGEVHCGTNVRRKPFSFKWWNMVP
ZTA DNA inh: counter-screen for EBNA-1 inhibitors: inhibitors of Epstein-Barr virus ZTA | P03206 | ZTA-DNA binding, fluorescence polarization | inhibition, % at 11 µM | 320,000 tested, 0.15% active | AID 2234; in the data active = inhibition above about 33%
Target sequence (P03206 whole entry, looked up): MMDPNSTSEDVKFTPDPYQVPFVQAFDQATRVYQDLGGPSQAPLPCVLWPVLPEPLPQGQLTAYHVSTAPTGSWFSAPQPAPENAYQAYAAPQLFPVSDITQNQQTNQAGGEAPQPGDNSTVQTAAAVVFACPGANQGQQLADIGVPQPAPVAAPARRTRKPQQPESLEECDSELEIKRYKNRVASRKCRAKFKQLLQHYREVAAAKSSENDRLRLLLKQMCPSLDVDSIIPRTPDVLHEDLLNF
GSTO1 counter: inhibitors of recombinant GSTO1, primary screen, counter-screen for RBBP9 inhibitor project, biochemical, fluorescence polarization | Glutathione S-transferase omega-1 (Homo sapiens), P78417 | activity-based probe fluorescence polarization | inhibition, % at 5.96 µM | 300,000 tested, 1.1% active;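 active = inhibition above the campaign mean inhibition plus 3 SD, cut at about 35% in these data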;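 note: 0% = GSTO1-1 with DMSO and 100% = wells lacking GSTO1-1 enzyme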
Active calls of the source: *; . = not tested or not shown. Not all compounds are listed; count on the stated rates, not on these rows.

SMILES	PAFAH2 inh	PAFAH1B3 FP inh	LYPLA2 counter	EBNA-1 inh	LYPLA1 counter	PREPL inhibitor	PAD4 inh	ZTA DNA inh	GSTO1 counter
Cc1ccc(N(c2ncnc(N)c2[N+](=O)[O-])C2CCCCC2)cc1	2	22	-1	-4	-4	5	-2	-8	-5
O=C(O)CN1C(=O)/C(=C\C(Br)=C\c2ccccc2)SC1=S	14	5	1	-14	-4	-7	-4	5	6
CCCC(=O)Nc1ccc(NC(=O)c2cccs2)cn1	-3	0	-2	2	-4	5	2	17	5
C=CCNC(=O)/C(C#N)=C/c1ccc(C)o1	-4	3	3	-7	0	3	1	4	-3
O=C(CNCc1ccccn1)Nc1cc(S(=O)(=O)N2CCCCC2)ccc1Cl	9	11	1	4	5	20	1	7	-7
Cc1ccc(-c2noc(-c3cc(C(C)(C)C)nn3Cc3ccccc3)n2)cc1	.	.	3	-1	0	0	4	-6	7
O=C(c1cccs1)N1CCN(S(=O)(=O)N2CCOCC2)CC1	5	8	2	6	3	0	-1	4	4
CC1Cc2ccccc2C(CCc2ccccc2)=N1 (stereo not drawn)	-4	1	3	-7	0	5	-5	-12	3
O=C(Nc1ccc(Br)cc1)c1cccc(OC(=S)N2CCOCC2)c1	-7	-4	0	2	-6	6	2	-4	0
CC1=C(C(=O)NCCN2CCN(C)CC2)C2(CCC(C)CC2)OC1=O (stereo not drawn)	-14	5	5	6	3	11	-1	1	1
CCN(Cc1ccccc1)C(=O)CCS(=O)(=O)c1ccc2c(c1)CCN2C(C)=O	0	1	4	7	-3	-2	-3	10	3
Cc1ccc(C)c(NC(=O)CSc2nc(C)cs2)c1	1	-1	4	.	0	11	1	-22	.
C=C(Cl)COc1ccc2c(CC)cc(=O)oc2c1	6	11	2	-5	-2	9	-9	-3	-3
C/C(=N\NC(=O)c1cc(C2CC2)nc2ccccc12)c1ccc(C)s1	7	-2	9	-15	-1	0	-4	-1	-2
CCOC(=O)[C@@H]1[C@H]2COc3ccc(Br)cc3[C@H]2N2C(=O)N(c3ccc(F)cc3)C(=O)[C@@]12C	0	5	4	2	1	-12	-2	5	3
O=C(CN(Cc1cccs1)S(=O)(=O)c1ccc(S(=O)(=O)N2CCCCC2)cc1)Nc1ccccc1	0	1	3	-13	0	10	-3	13	-5
Cc1ccccc1/C=N/n1c(C2CCCCC2)n[nH]c1=S	4	0	0	4	-3	-2	-3	6	-2
Cc1occc1C(=O)N/N=C/C(Br)=C/c1ccccc1	7	8	-9	1	-1	8	-7	4	-6
Cc1ccc(SCC(=O)NCCSCc2ccccc2)cc1	2	3	-2	-9	1	-10	1	-6	4
O=C(NC1CCCCC1)c1ccc2c(c1)OCO2	-3	14	8	3	0	6	0	-9	2

Shown as a markdown table: 12 of the compounds above
| SMILES | PAFAH2 inh | PAFAH1B3 FP inh | LYPLA2 counter | EBNA-1 inh | LYPLA1 counter | PREPL inhibitor | PAD4 inh | ZTA DNA inh | GSTO1 counter |
| --- | --- | --- | --- | --- | --- | --- | --- | --- | --- |
| Cc1ccc(N(c2ncnc(N)c2[N+](=O)[O-])C2CCCCC2)cc1 | 2 | 22 | -1 | -4 | -4 | 5 | -2 | -8 | -5 |
| O=C(O)CN1C(=O)/C(=C\C(Br)=C\c2ccccc2)SC1=S | 14 | 5 | 1 | -14 | -4 | -7 | -4 | 5 | 6 |
| CCCC(=O)Nc1ccc(NC(=O)c2cccs2)cn1 | -3 | 0 | -2 | 2 | -4 | 5 | 2 | 17 | 5 |
| C=CCNC(=O)/C(C#N)=C/c1ccc(C)o1 | -4 | 3 | 3 | -7 | 0 | 3 | 1 | 4 | -3 |
| O=C(CNCc1ccccn1)Nc1cc(S(=O)(=O)N2CCCCC2)ccc1Cl | 9 | 11 | 1 | 4 | 5 | 20 | 1 | 7 | -7 |
| Cc1ccc(-c2noc(-c3cc(C(C)(C)C)nn3Cc3ccccc3)n2)cc1 | . | . | 3 | -1 | 0 | 0 | 4 | -6 | 7 |
| O=C(c1cccs1)N1CCN(S(=O)(=O)N2CCOCC2)CC1 | 5 | 8 | 2 | 6 | 3 | 0 | -1 | 4 | 4 |
| CC1Cc2ccccc2C(CCc2ccccc2)=N1 (stereo not drawn) | -4 | 1 | 3 | -7 | 0 | 5 | -5 | -12 | 3 |
| O=C(Nc1ccc(Br)cc1)c1cccc(OC(=S)N2CCOCC2)c1 | -7 | -4 | 0 | 2 | -6 | 6 | 2 | -4 | 0 |
| CC1=C(C(=O)NCCN2CCN(C)CC2)C2(CCC(C)CC2)OC1=O (stereo not drawn) | -14 | 5 | 5 | 6 | 3 | 11 | -1 | 1 | 1 |
| CCN(Cc1ccccc1)C(=O)CCS(=O)(=O)c1ccc2c(c1)CCN2C(C)=O | 0 | 1 | 4 | 7 | -3 | -2 | -3 | 10 | 3 |
| Cc1ccc(C)c(NC(=O)CSc2nc(C)cs2)c1 | 1 | -1 | 4 | . | 0 | 11 | 1 | -22 | . |

The list goes on:
SMILES	PAFAH2 inh	PAFAH1B3 FP inh	LYPLA2 counter	EBNA-1 inh	LYPLA1 counter	PREPL inhibitor	PAD4 inh	ZTA DNA inh	GSTO1 counter
N/C(=N\OC(=O)C1CCCCC1)c1cccc([N+](=O)[O-])c1	14	4	9	-4	3	1	6	2	0
Cc1cc(C)cc(OCC(=O)Nc2cccc(S(=O)(=O)NC3=NCCC3)c2)c1	5	4	3	.	-1	3	-1	1	.
CCOc1ccc(OCCn2c(SCC(=O)O)nc3ccccc32)cc1	-3	13	-3	-1	-1	0	-3	11	-2
CCc1ccc2nc3sc(C(=O)O)cc3cc2c1	5	8	3	-3	-2	20	-1	5	-14
Cc1cccc(C(=O)NCc2nnc(SCC(=O)NC3CCCC3)n2C)c1	0	1	-3	-6	1	-5	-2	2	-1
O=C(NNc1ccnc2cc(Cl)ccc12)C1CCCCC1	-5	7	-7	-9	0	11	1	-23	15
O=C(COc1ccccc1)NCC(c1cccs1)N1CCOCC1 (stereo not drawn)	-2	7	5	-8	2	9	1	-7	0
Cc1cc(C)c(OCC(=O)Nc2cccc(O)c2)cc1C	6	6	-4	5	-3	-8	4	-9	5
NC(=O)c1sc(-c2ccsc2)cc1NS(=O)(=O)c1ccc(C(F)(F)F)cc1	.	.	-10	-7	-3	10	-6	-4	5
Cn1cc(Cl)c(C(=O)NC2CCCCCC2)n1	-6	-1	0	1	-2	14	2	-12	9
Cc1ccc2c(C)c(C(=O)N(C)Cc3nccn3C)oc2c1C	-3	2	3	5	1	12	-4	4	3
CN(C)/C=C1/OC(=O)C(C#N)=C1c1ccc(Cl)cc1	1	1	0	0	0	7	-6	-11	11
COC(=O)c1ccc(COC(=O)c2ccc(CS(=O)(=O)c3ccc(C)cc3)cc2)cc1	-2	9	0	-19	-1	10	-6	11	-6
COc1cccc(NC(=O)C2CC(=O)n3cnnc3S2)c1 (stereo not drawn)	-1	2	8	6	2	-5	-2	-8	2
COc1ccc(OC)c(NC(=O)COc2coc(CN3CCCc4ccccc43)cc2=O)c1	-2	11	1	15	0	7	-6	-7	30
Cc1nc(-c2cccc(NS(C)(=O)=O)c2)cs1	1	11	4	-10	2	10	5	-14	3
O=C(COC(=O)c1ccccc1)Nc1cccc(S(=O)(=O)N2CCOCC2)c1	38*	-4	-3	-5	-3	3	-5	-13	6
O=C1N=c2ccccc2=C1c1sc(Nc2cccc(O)c2)nc1O	-5	7	9	-7	2	15	2	-8	-3
CC(C)Oc1ccc(C(=O)NC2CCSc3ccccc32)cc1 (stereo not drawn)	8	8	-3	-8	-4	-7	-2	2	2
Cc1ccc(/C=C/S(=O)(=O)NCc2ccc(F)cc2)cc1	12	8	-9	16	0	-22	-2	4	0
Cc1ccc(S(=O)(=O)NNC(=O)c2cnn(-c3ccccc3)c2C(F)(F)F)cc1	-3	-4	-6	9	0	1	-1	10	-2
CCCc1ccc(-c2cc(C(=O)N/N=C/c3ccc([N+](=O)[O-])o3)c3ccccc3n2)cc1	-10	3	-17	-8	-12	7	-5	-1	-10
CC(=O)c1ccc(NC(=O)Oc2ccccc2)cc1	-4	1	7	-2	3	-11	-3	-25	10
O=C(CC(c1ccc(F)cc1)c1ccco1)Nc1nccs1 (stereo not drawn)	-3	-1	-2	5	-1	-36	-3	7	0
O=C(CSCc1cccc(F)c1)NCc1ccccc1	6	8	-4	20	-4	-16	-6	-11	4
COC(=O)Nc1ccc(OC)c(OC)c1	-2	-1	5	3	3	2	-4	0	2
Cc1ccc(S(=O)(=O)NCC2CCC(C(=O)NCc3cccnc3)CC2)cc1 (stereo not drawn)	-1	6	5	2	-1	-13	-1	2	6
CC(C)COc1ccc(/C(=N/O)c2ccccc2)cc1	1	4	0	-1	-1	9	-1	3	5
COc1cc(/C=N/Nc2nc(N3CCCCC3)nc(N3CCCCC3)n2)ccc1OC(=O)c1ccco1	.	.	9	-6	4	8	-1	-11	-1
O=C(Nc1ccccc1C(=O)O)c1cc(S(=O)(=O)Nc2ccccc2)ccc1Cl	2	-1	-4	3	-1	-6	-3	-3	-26
COc1ccc(-c2[nH]ncc2/C=C(\C#N)C(=O)NC2CC2)cc1	1	15	4	5	4	6	1	11	4
CC(C)(C)c1cc(N)n2nc(C(C)(C)C)cc2n1	1	8	2	9	2	-2	-5	1	3
CCc1nn2c(=O)cc(COc3ccc(/C=C4\C(=N)N5N=C(CC(C)C)SC5=NC4=O)cc3)nc2s1	.	.	-3	11	-1	-14	-4	13	-1
CN(C)C(=O)c1ccc(-n2cnc3ccccc3c2=O)cc1	1	5	-1	5	4	-1	1	12	-4
Cc1cccc(N2CCN(C(=O)c3ccccn3)CC2C)c1 (stereo not drawn)	3	3	-9	-8	-1	2	1	-19	1
CN(C)C(=O)CSc1nnc([C@H](Cc2ccccc2)NC(=O)OC(C)(C)C)o1	6	5	3	3	-1	0	-1	-2	9
CN(CCCC(=O)NCc1ccccc1)S(=O)(=O)c1ccc([N+](=O)[O-])cc1	-2	-4	6	-12	1	1	-4	-1	3
C/C(=N\NC(=O)C(C)Sc1ccccc1)C(C)(C)C (stereo not drawn)	-5	0	10	-14	1	-38	4	-19	0
Cc1cc(C(C)(C)C)n2nc(C)c(-c3ccccc3)c2n1	0	-1	-5	-21	-2	11	-1	-3	-1
CCOc1ccc(N(CC(=O)N2CCCC2)S(=O)(=O)c2ccc(Cl)cc2)cc1	4	2	-7	4	-1	-2	-1	5	6
COc1ccc(NC(C)=O)cc1NC(=O)C1CCN(C(=O)Nc2ccccc2)CC1	-3	6	6	1	3	6	-1	10	-6
Cc1ccc2c(CN3CCN(C(=O)c4ccco4)CC3)cc(=O)oc2c1C	-3	-3	9	-10	-1	28	-2	-7	-1
Cc1nc2ccc(NC(=O)c3cccc(S(=O)(=O)N4CCOCC4)c3)cc2s1	2	2	.	.	.	10	0	.	.
